Bioassay records from PubChem BioAssay.
Pin1 inh = human Pin1 inhibition; Q13526; Pin1 FP peptide displacement, HiFluor488, 10 min; Potency, µM (highest dose often 115 µM), inactives show at the highest dose activity, negative = inhibition, hits mostly inhibitors; actives 0.009% (n = 390,000); active = well fitted inhibition curve with a large enough effect in the polarisation, with a control signal flat, not every such curve was filed as active; inconclusive = small, poorly fitted or top-dose-only effect, or effect the other way, or a change in a side signal; inactive = no such curve, though single readings can be large or run the other way; the % refers to the polarisation; also: potency is read from the fitted curve at half-maximal effect; % is scaled to controls: 0 for no effect and ±100 for the full control effect
Target sequence (Q13526 whole entry, looked up): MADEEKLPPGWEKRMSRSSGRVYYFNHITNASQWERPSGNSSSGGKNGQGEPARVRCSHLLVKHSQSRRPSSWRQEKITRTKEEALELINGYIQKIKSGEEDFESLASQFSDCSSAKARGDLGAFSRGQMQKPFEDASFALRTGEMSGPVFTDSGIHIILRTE
mIDH1 inhibitor = inhibitors of human mutant IDH1 R132H; O75874; IDH1-R132H enzyme, NADPH consumption, diaphorase/resazurin fluorescence; Potency, µM (series often up to 76.6 µM), for inactives: top-dose activity change, negative = inhibition, most hits filed as inhibitors; actives 0.093% (n = 390,000); also: potency is read from the fitted curve at half-maximal effect; % is scaled to controls: 0 for no effect and ±100 for the full control effect; nearly all actives have a fitted effect of over 65% in size
Target sequence (O75874 whole entry R132H, stated change not applied): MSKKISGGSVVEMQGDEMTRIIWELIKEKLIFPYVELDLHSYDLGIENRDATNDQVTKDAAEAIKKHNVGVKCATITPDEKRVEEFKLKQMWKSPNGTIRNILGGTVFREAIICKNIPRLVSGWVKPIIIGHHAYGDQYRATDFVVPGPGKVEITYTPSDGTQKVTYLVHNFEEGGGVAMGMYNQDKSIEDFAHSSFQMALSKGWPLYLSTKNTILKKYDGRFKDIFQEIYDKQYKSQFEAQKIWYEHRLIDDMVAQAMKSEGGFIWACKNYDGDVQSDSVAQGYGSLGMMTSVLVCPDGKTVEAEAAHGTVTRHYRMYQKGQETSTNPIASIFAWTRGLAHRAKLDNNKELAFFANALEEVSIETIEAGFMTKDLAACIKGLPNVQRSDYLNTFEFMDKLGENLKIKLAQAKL
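IDH1-R132H (0.5 ug/mL) preincubated 30 min with compound, then NADPH (0.016 mM) and alpha-KG (2 mM) added; 80 min at RT, pH 7.5. Remaining NADPH coupled via diaphorase/resazurin to fluorescence (540/590 nm); concentration-response curves normalized to no-enzyme control.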
D2 ag = D2 dopamine receptor (human) agonism. P14416. actives 0.53% (n = 340,000). HEK293 T-REx D2 cells, calcium flux agonist mode. activation, % at 2 µM;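 active = activation over 3 SD above normal in the single-dose calcium agonist read, cut at about 30% in these data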; also: 0% is about no effect
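Agonism is scored from calcium flux in a force-coupled, inducible HEK293 cell line expressing D2, read kinetically for 180 s after compound addition against dopamine controls.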
D2 antag = antagonizes the human D2 dopamine receptor; P14416; HEK293 TREx D2 cells, calcium flux, dopamine EC80; inhibition, % at 10 µM; actives 2% (n = 340,000); AID 485344; in the data active = inhibition above about 30%; also: 0% is about no effect
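HEK293 T-REx D2 cells, tet-induced, calcium dye no-wash. Cpd pintool add, 180 s kinetic, then EC80 DA, 180 s kinetic. Ca flux read.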
TRHR PAM = TRH receptor (human) allosteric enhancement | actives 0.66% (n = 360,000) | TRHR cells, fluo-8 calcium fluorescence, EC20 TRH enhancement | P34981 | enhancement, % at 2 µM | AID 493056; in the data active = enhancement above about 30%; also: 0% is about no effect
Target sequence (P34981 whole entry, looked up): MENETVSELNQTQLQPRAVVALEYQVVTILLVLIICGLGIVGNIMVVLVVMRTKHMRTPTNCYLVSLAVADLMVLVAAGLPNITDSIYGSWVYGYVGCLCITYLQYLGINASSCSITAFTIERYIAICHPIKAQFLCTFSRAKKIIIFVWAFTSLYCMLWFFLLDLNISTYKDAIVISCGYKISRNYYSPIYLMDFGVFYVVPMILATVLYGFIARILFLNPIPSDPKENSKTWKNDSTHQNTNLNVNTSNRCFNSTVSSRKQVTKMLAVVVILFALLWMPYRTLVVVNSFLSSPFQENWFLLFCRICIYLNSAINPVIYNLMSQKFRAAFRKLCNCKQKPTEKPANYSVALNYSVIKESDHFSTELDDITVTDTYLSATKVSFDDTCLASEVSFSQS
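TRHR-expressing cells loaded with fluo-8 calcium dye were read kinetically (ex 480/em 530) during compound addition, then stimulated with an EC20 of TRH (10 nM final). Enhancement of the Gq-mediated intracellular calcium response was scored.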
rTrxR1 inhibitor = rat TrxR1 inhibition. O89049. recombinant rTrxR1, NADPH fluorescence consumption, selenite substrate. Potency, µM (highest dose often 114 µM), for the others: at the top dose activity change, negative = inhibition, hits mostly inhibitors. actives 1% (n = 390,000). AID 588453; also: potency is read from the fitted curve at half-maximal effect; % is scaled to controls: 0 for no effect and ±100 for the full control effect; nearly all actives have a fitted effect of over 65% in size
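Rat TrxR1 (90 nM in the dispensed reagent) was pre-reduced with 400 uM NADPH for 5 min at room temperature, then incubated with compound for 15 min. After 400 uM selenite was added, NADPH fluorescence (Ex 340/Em 450 nm) was followed for 8 min.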
TrxR1 substrate = substrates of rat thioredoxin reductase 1; purified TrxR1 substrate turnover, NADPH consumption readout; actives 0.01% (n = 390,000); Potency, µM (highest dose often 114 µM), for inactives: top-dose activity change, negative = substrate turnover; O89049; also: potency is read from the fitted curve at half-maximal effect; % is scaled to controls: 0 for no effect and ±100 for the full control effect; nearly all actives have a fitted effect of over 50% in size
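Rat TrxR1, dispensed at 90 nM, was prereduced with 400 uM NADPH (final) for 5 min at ~22 deg C, then incubated with compound 15 min before 400 uM selenite. A first-read NADPH fluorescence drop versus no-compound background flagged substrates.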
TRHR agonist = TRH receptor (human) agonism | P34981 | TRHR cells, calcium flux fluo-8, FDSS agonist mode | activation, % at 2 µM | actives 0.18% (n = 360,000); in the data active = activation above about 30%; also: 0% is about no effect
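In this calcium-flux screen, cells bearing human TRHR are dye-loaded with fluo-8, baselined for 10 cycles, then exposed to library compounds; positive kinetic calcium responses during the agonist phase mark hits, with TRH as control.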
USP1 inh = inhibitors of human USP1/UAF1 deubiquitinase; O94782; recombinant USP1/UAF1, Ub-Rhodamine cleavage fluorescence; Potency, µM (series often up to 57.1 µM), for inactives: at the highest dose activity change, negative = inhibition, actives largely listed as inhibitors; actives 0.23% (n = 390,000); also: potency is read from the fitted curve at half-maximal effect; % is scaled to controls: 0 for no effect and ±100 for the full control effect; nearly all actives have a fitted effect of over 60% in size; inactives centre near -12
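USP1/UAF1 complex (1 nM) preincubated 15 min at room temperature with compound, then Ub-Rho substrate (150 nM final) added. Kinetic fluorescence at 480/540 nm over 6 reads at 60 s intervals; 50 mM HEPES pH 7.8, 0.5 mM EDTA, 0.1 mg/ml BSA, 1 mM TCEP, 0.01% Tween-20.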
* marks the source's active call; other numbers are inactive results; ? = inconclusive; nt = not tested or not shown; [ ] = remark or other dose. Unless noted, calls follow the shape of the dose curve; as a rule, active = well fitted inhibition curve with a large enough effect; inconclusive = small, poorly fitted or top-dose-only effect; inactive = no such curve, though single readings can be large or run the other way. An excerpt, so the mix of outcomes need not match the whole.

SMILES | Pin1 inh | mIDH1 inhibitor | D2 ag | D2 antag | TRHR PAM | rTrxR1 inhibitor | TrxR1 substrate | TRHR agonist | USP1 inh
CCOc1cc(C(=S)N2CCOCC2)ccc1OS(=O)(=O)c1ccccc1[N+](=O)[O-] | -8.1% | -1.7% | 0.5 | 2.8 | 19.6 | -2.4% | -5.6% | 0.4 | -12.1%
COc1ccc2nc3oc(C(=O)N(C)c4ccc(Cl)cc4)cc3cc2c1 | 5.7% | 12.8% | -0.7 | nt | 0.3 | -14.8% | 22.0% | 0.0 | -21.4%
CCOc1ccc(C(=O)Nc2cc(Cl)ccc2-n2cncn2)cc1OC | 3.9% | 1.9% | -0.4 | -6.0 | 3.8 | 16.8%[57.1 µM] | 8.3%[57.1 µM] | 0.4 | -23.7%
Cc1c(NC(=O)c2cc3nc(-c4ccc(Br)cc4)cc(C(F)(F)F)n3n2)c(=O)n(-c2ccccc2)n1C | 0.9% | -0.2% | 0.9 | 0.3 | 8.6 | 9.1%[57.1 µM] | 3.1%[57.1 µM] | -0.7 | -7.4%
CC1CCc2nn(CC(=O)NCCN3CCOCC3)cc2C1 (centres undefined) | -3.7% | -1.5% | 0.4 | -6.0 | 1.0 | 17.0%[57.1 µM] | 8.6%[57.1 µM] | 0.7 | -13.9%
COc1ccc2[nH]c(=S)[nH]c2c1 | -7.0% | 6.3% | 0.2 | 21.1 | 2.2 | 8.3%[57.1 µM] | -6.4%[57.1 µM] | -0.2 | -19.6%
COc1ccccc1N/C(=N/S(=O)(=O)c1ccc(C)cc1)c1ccc(Cl)cc1 | -3.1% | 4.0% | 0.2 | -6.5 | -7.0 | 12.6% | -6.8% | 5.5 | ?
Cc1cccnc1NC(=O)CCNS(=O)(=O)c1ccc2c(c1)c(=O)n(C)c(=O)n2C | -21.5% | -13.3% | 1.0 | -2.9 | 35.0* | -1.2% | -5.7% | 0.1 | -8.9%
CCCn1cnc2c(c1=O)c1nc3ccccc3nc1n2CCc1ccccc1 | 1.6% | 0.0% | -0.5 | 16.8 | -1.6 | 11.0% | 23.3% | 0.2 | -0.6%
CCc1cc(/C(Cc2ccc3ccccc3n2)=N\O)c(O)cc1O | 3.4% | -3.1% | -1.3 | -9.7 | 0.7 | 3.5% | -6.0% | -0.4 | -11.6%
Clc1ccc(CSc2nnc(-c3ccncc3)o2)cc1 | 3.8% | 9.3% | -0.6 | -6.5 | -2.2 | -9.6% | -7.7% | -1.8 | -7.5%
CCOCN(C(=O)Cn1c(C)nc2ccccc21)c1c(C)cccc1CC | -3.9% | 1.2% | -0.5 | nt | -12.3 | -15.5% | -11.5% | 0.4 | -17.3%

Limited to rTrxR1 inhibitor, for 3 of the compounds above:
SMILES	rTrxR1 inhibitor
CCc1cc(/C(Cc2ccc3ccccc3n2)=N\O)c(O)cc1O	3.5%
CC1CCc2nn(CC(=O)NCCN3CCOCC3)cc2C1 (centres undefined)	17.0%[57.1 µM]
COc1ccccc1N/C(=N/S(=O)(=O)c1ccc(C)cc1)c1ccc(Cl)cc1	12.6%

(continued)
SMILES | Pin1 inh | mIDH1 inhibitor | D2 ag | D2 antag | TRHR PAM | rTrxR1 inhibitor | TrxR1 substrate | TRHR agonist | USP1 inh
O=C(CN1C(=O)NC2(CCCCC2)C1=O)N(Cc1ccco1)Cc1cccs1 | -0.7% | -8.4% | nt | nt | -3.6 | 4.6%[57.1 µM] | 2.1%[57.1 µM] | -0.5 | -10.8%
CCN(CC(=O)Nc1ccc2c(c1)OCO2)CC(=O)Nc1ccccc1C(F)(F)F | 4.3% | -4.2% | 0.0 | -10.6 | 3.9 | 20.1% | 0.5% | 0.7 | -19.4%
CC(C)(C)c1ccc(C(=O)N2CCC(C(=O)NC3CC3)CC2)cc1 | -11.0% | 2.3% | 0.3 | -9.2 | -1.0 | 19.2% | 1.9% | 0.0 | -14.0%
CCCc1cc(=O)[nH]c(SCc2ccccc2)n1 | -3.4% | 0.4% | -0.3 | -14.5 | -0.3 | 16.6%[57.1 µM] | 0.3%[57.1 µM] | -0.1 | -10.5%
Nc1ncnc(NNC(=O)CNC(=O)c2c(F)cccc2Cl)c1[N+](=O)[O-] | -3.3% | 0.7% | nt | nt | 10.8 | 26.4%[57.1 µM] | -5.5% | 0.1 | -9.2%
O=C(Cn1cnc2c(nnn2-c2ccccc2)c1=O)NCC1CCCO1 (centres undefined) | -0.8% | -3.1% | nt | nt | -2.7 | -4.3%[57.1 µM] | 2.8%[57.1 µM] | 0.3 | 10.8%
O=C(OCc1nnc(-c2ccccc2)o1)c1ccc(Br)o1 | 0.9% | -9.6% | -0.2 | 9.2 | -11.6 | 1.0%[57.1 µM] | -2.0%[57.1 µM] | 0.0 | -2.7%
COc1ccc(-c2onc(C)c2C)cc1S(=O)(=O)N1CCc2ccccc21 | 8.5% | 11.4% | 0.0 | nt | 1.3 | 15.4%[57.1 µM] | -2.6%[57.1 µM] | -0.7 | -23.4%
CN(CCc1ccccc1)C(=O)c1ccc(NC(=O)Cc2ccc(NC(=O)C3CCCN(C(=O)C4CCCC4)C3)cc2)cc1 (centres undefined) | 22.0% | -2.1%[38.3 µM] | nt | nt | nt | -0.7% | -9.6% | nt | -7.1%
CC(=O)c1cccc(OCc2cc(C(=O)N3CCSCC3)no2)c1 | -0.3% | 4.2% | -0.6 | 1.7 | 0.3 | -11.1% | -5.5% | 0.1 | -23.8%
COc1ccc(-c2cc3ccc(OCC(N)=O)cc3oc2=O)cc1OC | 1.0% | -4.1% | 0.2 | -9.6 | 2.8 | -1.0% | -6.5% | 1.2 | -4.9%
CN(Cc1ccncc1)C1CC(=O)N(c2ccc(Cl)cc2)C1=O (centres undefined) | -11.7% | -5.5% | 0.6 | 3.6 | 2.9 | 12.6%[57.1 µM] | -9.3% | -0.7 | 1.5%
CC(OC(=O)CC1CCCC1)C(=O)Nc1ccc(Cl)cn1 (centres undefined) | 11.5% | 1.8% | -0.3 | -3.6 | -6.9 | 21.7% | 0.8% | -0.4 | -0.7%
CCCn1c(N)c(C(=O)CSc2nnc(Cc3cccs3)n2C2CC2)c(=O)n(C)c1=O | 1.5% | -7.2% | 0.1 | -9.5 | -2.0 | 15.9% | 4.2% | -0.8 | -9.0%
COc1ccc(CCNC(=O)c2cc3c(cc2Cl)N2CCCCCC2=NS3(=O)=O)cc1 | -1.5% | 7.2% | -0.9 | 0.6 | 0.2 | 36.4% | 9.7% | -1.3 | -6.7%
COc1ccccc1NC(=O)c1ccc(COc2ccccc2Br)o1 | 14.4% | 5.6% | 1.3 | 3.5 | -0.8 | 2.5% | -4.1% | 1.4 | -8.7%
O=C1OCCN1C(=O)[C@H]1[C@H](c2ccccc2)C(c2ccccc2)=NN1c1ccc(Br)cc1 | 8.8% | -5.4% | nt | nt | nt | 60.2%[activator] | 56.7%[activator] | nt | -20.0%
COc1ccc(NC(=O)NC(C)c2ccc3c(c2)OCO3)cc1OC (centres undefined) | -4.0% | 0.4% | 0.2 | 10.9 | 11.5 | -6.9% | -2.9% | -0.2 | -14.2%
CC(C)CNC(=O)[C@@H]1CSC2c3ccccc3C(=O)N21 (some centres undefined) | 3.4% | 13.1% | 0.6 | 4.3 | -5.2 | 20.5% | 7.1%[57.1 µM] | -0.2 | -6.2%
Cc1ccc(OCCOC(=O)c2cccc(S(=O)(=O)N3CC(C)OC(C)C3)c2)cc1 (centres undefined) | 9.7% | 10.5% | 0.9 | -7.9 | -1.7 | 36.8%[activator] | 3.6% | 0.3 | -19.5%
O=C(NCc1ccco1)c1cc(S(=O)(=O)N2CCCC2)ccc1Cl | 4.0% | -3.6% | -0.2 | 1.4 | -3.8 | ? | -11.3% | 0.4 | -0.5%
O=C(O)c1cc(Br)ccn1 | -8.8% | 10.1% | 0.1 | 0.4 | -22.8 | 4.8%[57.1 µM] | 4.9%[57.1 µM] | 0.4 | -4.1%
CCCCN(CCCC)CC(O)COc1ccc(Br)cc1 (centres undefined) | -10.5% | 4.5% | -1.5 | -15.6 | -4.5 | 21.0% | 2.2% | 2.1 | -8.3%
COCCCN1C(=O)C(O)=C(C(C)=O)C1c1ccccn1 (centres undefined) | 7.3% | 1.2% | 0.6 | 15.7 | 11.5 | -11.1% | -9.7% | 0.3 | -4.7%
COc1cc(C(=O)NCCCOC(C)C)ccc1OC1CCN(C(C)=O)CC1 | -8.8% | 2.8% | 1.1 | 0.0 | 10.0 | 20.6% | 11.4%[11.4 µM] | 0.1 | -16.4%
COc1ccc(C(=O)N2CCN(Cc3ccccc3)CC2)cc1[N+](=O)[O-] | -7.0% | -3.5% | 1.3 | 4.3 | -0.7 | 5.5% | -8.9% | 0.3 | 1.9%
COC(=O)NC1(C(F)(F)F)C(=O)Nc2c1c(=O)n(C)c(=O)n2C (centres undefined) | -5.1% | 12.5% | 0.7 | 4.0 | 1.8 | 11.7%[57.1 µM] | 1.5%[57.1 µM] | 0.5 | -2.7%
Cc1nc(-c2ccccc2)c(Cc2ccccc2O)c(=O)[nH]1 | -5.1% | -5.3% | 0.8 | 2.4 | 24.9 | 11.5%[2.29 µM] | 3.3%[57.1 µM] | 0.6 | ?
CC(C)(C)c1ccc(OCC(=O)N(Cc2cccs2)C2CCS(=O)(=O)C2)cc1 (centres undefined) | 1.1% | -6.5% | 1.6 | 9.7 | 2.1 | 1.1%[57.1 µM] | -6.7% | 0.2 | -14.5%
Cc1c(C(=O)N2CCCC(C(F)(F)F)C2)oc2ccccc12 (centres undefined) | 0.9% | 3.8% | 0.5 | -10.2 | -14.0 | -14.3% | -3.9% | -0.5 | -19.4%
